# Assay outcomes from PubChem BioAssay.
# HT1080 IDH1KD tx – kills HT-1080 cells with IDH1 knockdown; Potency, µM (highest dose often 46.1 µM), without a hit: at the top dose activity, negative = toxicity, actives largely listed as cytotoxic; HT-1080 IDH1 knockdown viability, ATP luminescence, 48 h; hit rate 2% among 360,000; AID 686971;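 note: potency is the fitted concentration of half-maximal effect; 0% = DMSO wells and -100% = cell-free medium wells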
#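 After a 2 h attachment period, IDH1KD HT-1080 cells took pin-transferred compound for 48 h at 37 °C; ATP-based luminescence after 10 min room-temperature reagent incubation reported viability.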
# SW480 rereplic – inducers of DNA re-replication in SW480 colon cancer cells | SW480 DNA re-replication, Hoechst DNA content imaging, 48 h | AID 624297 | hit rate 1.8% among 340,000 | Potency, µM (titrated, usually from 46.1 µM), for inactives: at the highest dose re-replication activation, actives largely listed as activators; note: potency is the fitted concentration of half-maximal effect; % of control where 0% means no effect; nearly all actives have a fitted effect of over 55% in size
#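 DNA re-replication was detected as more nuclei of elevated Hoechst intensity after 48 hr exposure to compound (23 nL pinned per well of 250 cells).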
# KB-3-1 cytotox – kills parental KB-3-1 adenocarcinoma cells; Potency, µM (highest dose often 46.1 µM), without a hit: at the top dose activity change, negative = cytotoxic, most hits filed as cytotoxic; hit rate 1.4% among 400,000; KB-3-1 viability, CellTiter-Glo ATP luminescence, 72 h; note: potency is the fitted concentration of half-maximal effect; % is set by controls: 0 for no effect and ±100 for the full control effect; nearly all actives have a fitted effect of over 60% in size
#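 72 h, 37 °C compound treatment of KB-3-1 parental cells; CellTiter-Glo added, 10 min, luminescence read. Data corrected against DMSO-only plates and normalized before curve fitting.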
# MCF10A rerep – inducers of DNA re-replication in MCF 10A breast cells; MCF 10A DNA re-replication, Hoechst nuclear intensity, 48 h; Potency, µM (doses to about 46.1 µM), for inactives: at the highest dose activity, positive = re-replication, actives largely listed as activators; hit rate 2.9% among 350,000; AID 624296; note: potency is the fitted concentration of half-maximal effect; % of control where 0% means no effect; nearly all actives have a fitted effect of over 50% in size
# ATXN2 expr inh – ATXN2 expression inhibition; HEK-293 ATXN2-luciferase reporter, luminescence, 24 h; Potency, µM (titrated, usually from 57 µM), for the others: at the highest dose activity change, negative = inhibition, hits mostly inhibitors; hit rate 0.72% among 360,000; AID 1745845; note: potency is the fitted concentration of half-maximal effect; % is set by controls: 0 for no effect and ±100 for the full control effect; nearly all actives have a fitted effect of over 55% in size
#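 qHTS (up to 57 uM final) was run with 24 h compound exposure of reporter cells at 37 °C. Each well was multiplexed: SteadyGlo luminescence measured ATXN2-luciferase expression after a fluorogenic Gly-Phe-AFC viability readout (25 uM final).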
# ATXN viability – cell viability loss in ATXN counter-screen; S2 cells (HEK-293 line with an ATXN2-luciferase reporter) viability, CellTiter-Fluor protease fluorescence, 24 h; Potency, µM (titrated, usually from 56.7 µM), hits mostly cytotoxic; hit rate 0.49% among 400,000; AID 651635; note: potency is the fitted concentration of half-maximal effect; nearly all actives have a fitted effect of over 40% in size
# KB-V1 cytotox – KB-V1 MDR subline cytotoxicity | KB-V1 MDR cells viability, CellTiter-Glo, 72 h | Potency, µM (highest dose often 46.1 µM), for the others: top-dose activity change, negative = cytotoxicity, most hits filed as cytotoxic | hit rate 3.4% among 400,000; note: potency is the fitted concentration of half-maximal effect; % is set by controls: 0 for no effect and ±100 for the full control effect; nearly all actives have a fitted effect of over 60% in size
#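 Potencies derive from concentration-effect curves fitted to normalized luminescence (CellTiter-Glo) of KB-V1 cells treated for 72 h at 37 degrees C in phenol-red-free DMEM containing 10% FBS.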
# IL-1B inflam inh – inflammasome signaling inhibition, IL-1 beta readout | hit rate 4.7% among 360,000 | activity change, % at 57.5 µM | THP-1 LPS/ATP IL-1B secretion, AlphaLISA, 16 h; hits give low values | AID 743279; in the data active = activity change below about -50%; inconclusive = mostly about -30% to -49%; note: % is set by controls: 0 for no effect and ±100 for the full control effect
#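 THP-1 cells pretreated 1 hr with compounds (up to 57.5 uM final), then stimulated with LPS (250 ng/mL final) plus ATP (1.25 mM final); secreted IL-1B measured by AlphaLISA after 16 hr, decreased signal indicating inhibition.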
# HT1080-NT tox – kills 2HG-producing HT-1080-NT fibrosarcoma cells | HT-1080-NT fibrosarcoma viability, CellTiter-Glo ATP luminescence, 48 h | Potency, µM (titrated, usually from 46.1 µM), without a hit: at the highest dose activity, negative = less viability, hits mostly cytotoxic | hit rate 1.6% among 360,000 | AID 686970;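 note: NT is the 2HG producing partner of a matched IDH1 knockdown line; potency is the fitted concentration of half-maximal effect; 0% = DMSO-treated cells and -100% = media-only wells without cells; nearly all actives have a fitted effect of over 55% in size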
#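 750 cells/well, RPMI + 5% FBS; 2 h settle, compound pin-transfer, 48 h at 37 degrees C. CellTiter-Glo 10 min RT, luminescence. Normalized to DMSO and media-only wells.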
# Starred values were filed as active, the others as inactive; i = inactive; ? = inconclusive; . = no result given; & = joins results of further samples; [ ] = dose if it differs, or a comment. Unless noted, calls come from the whole dose curve; as a rule, active = well fitted curve in the direction sought with a large enough effect; inconclusive = small, poorly fitted or top-dose-only effect, or another doubt; inactive = no such curve, though single readings can be large; an effect the other way counts as inactive or inconclusive.
molecule	HT1080 IDH1KD tx	SW480 rereplic	KB-3-1 cytotox	MCF10A rerep	ATXN2 expr inh	ATXN viability	KB-V1 cytotox	IL-1B inflam inh	HT1080-NT tox
CCCCCCCCc1nc(=S)[nH][nH]1	5%	3%	2%	4%	-7%	i	-10%	-2	0%
COc1ccc(CCNC(=O)COC(=O)Cc2cccc3ccccc23)cc1	6%	-15%	15%&7%	0%	9%	?	15%&3%	6	12%
COc1ccc(NC(=O)CN(C)C(=O)c2ccc3c(c2)CC(c2ccccc2)OC3=O)cc1 (centres undefined)	-1%	.	-3%	.	.	?	-7%	41	-3%
COc1cc(OC)c(NC(=O)NCCn2nnc3cc(S(=O)(=O)N(C)C)ccc32)cc1Cl	.	.	3%	.	0%	i	0%	.	.
CC(=O)NNC(=O)c1csc(-c2csc(C)n2)n1	2%	3%	3%	8%	23%	i	0%	4	18%
Cc1ccc(C)c(NC(=O)CN2C(=O)COc3ccc(S(=O)(=O)N4CCCC4)cc32)c1	1%	-6%	12%	8%	-2%	i	-19%	19	-6%
O=C(NCc1cccnc1)C(=O)Nc1ccc([N+](=O)[O-])cc1	-18%	25%[1.84 µM]	16%	?	4%	i	-17%	12	-20%
CCc1ccc(N2C(=O)CC(N3CCC(C(=O)OC)CC3)C2=O)cc1 (centres undefined)	1%	-3%	5%	?	-4%	i	8%	5	4%
CCC(NC(=O)CCc1nnc(-c2cc(C)on2)o1)C12CC3CC(CC(C3)C1)C2 (centres undefined)	-5%	2%	.	-2%	18%	i	.	25	-1%
CC(C)(C)S(=O)(=O)/C(C#N)=C/c1sccc1C1OCCO1	5%	-8%[9.22 µM]	1%	?	2%	i	10%	5	1%
CCOC(=O)C1=C(c2ccccc2)N=c2sc(=Cc3cc(OC)c(OC)c(OC)c3)c(=O)n2C1c1cccs1 (centres undefined)	-2%	.	0%	.	10%	i	-1%	?	-11%
CC(=O)N1CCc2c(sc(NC(=O)CCS(=O)(=O)c3ccccc3)c2C(N)=O)C1	-1%	21µM*	?	?	3%	i	-40%	12	3%
CN(Cc1ccon1)C(=O)CC1C(=O)NCCN1CC1CCCCC1 (centres undefined)	17%	?	-12%	0%	-16%	i	-6%	-5	-6%
Cc1nnc(C)n1N1C(=O)c2cccc3cccc(c23)C1=O	8%	-1%	-3%	-2%	3%	i	-6%	37	3%
CN(C)S(=O)(=O)N1CCN(c2ccccc2Cl)CC1	13%	2%	-9%	5%	-14%	?	27%	7	2%
CCn1c(Cc2ccccc2)nnc1SCC(=O)Nc1nc(C)c(C)s1	5%	0%	2%	-2%	-3%	i	-22%	11	10%
C[C@@H]1CN([C@@H](C)CO)C(=O)CCCn2nncc2CO[C@H]1CN(C)C(=O)Nc1ccc(C(F)(F)F)cc1	-8%	.	-1%	.	-6%	i	-4%	-7	-5%
O=C(CCn1nnc(-c2cccs2)n1)NCc1ccccc1Cl	-5%[9.24 µM]	-3%	4%	14%	6%	i	-3%	-10	-5%
CCc1ccc(C(=O)NNC(=O)CCN2CCN(Cc3ccccc3)CC2)cc1	2%	19%	8%	-38%[inhibitor]	7%	i	-1%	-10	-3%
C=CCOC(=O)C1=C(C)NC(=O)NC1c1ccc2c(c1)OCO2 (centres undefined)	2%	-4%	-3%	-5%	.	i	3%	-8	-2%
CN1N=C(C(F)(F)F)CC1=O	-17%	0%	16%	-7%	-23%[11.3 µM]	i	-3%	-6	15%
O=C(NCCc1c[nH]c2ccccc12)C1Cc2ccccc2CN1C(=O)c1ccco1 (centres undefined)	5%	-4%	-2%	5%	-4%	i	-17%	-11	0%
CCc1ccc(S(=O)(=O)N2CCN(C(=O)c3cccnc3)CC2)cc1	-1%	-12%	9%	9%	?	?	-3%	11	4%
CC(=O)c1c(C)[nH]c(C(=O)COC(=O)CCSc2ccccc2)c1C	1%	-5%	1%	-3%	.	i	?	43	15%
CCCCCC1CC(CC#CCN2CCOCC2)C(=O)O1 (centres undefined)	7%	-2%	-1%	2%	7%	i	-23%	11	23%
Cc1cccc(N2CCN(CCCNC(=O)C3CCCN(c4ncnc5c4nc4n5CCCCC4)C3)CC2C)c1 (centres undefined)	16µM*	?	?	?	25µM*	18µM*	?	-77*	21µM*
CCOC(=O)c1[nH]nc(C(=O)c2ccc(Br)cc2)c1O	8%	-5%	6%	6%	15%	?	5%	7	2%
c1ccc(NN(Cc2cnccn2)c2ccccc2)cc1	-11%	.	-1%	.	.	i	-26%	-14	0%
CCc1nc(SCC(=O)Nc2ccccc2)c2c(=O)n(C)c(=O)n(C)c2n1	21%	-6%	-12%	-4%	-10%	i	-13%	i	10%
O=C(c1sc2ccccc2c1Cl)N1CCN(CCc2ccccn2)CC1	14%	-8%	?	1%	.	i	?	4	-11%
CCOc1ccccc1C(=O)NC1CCN(Cc2ccccc2)CC1	6%	-3%	-1%	1%	-26%	i	?	9	17%
COc1ccc(CNC(=O)CSc2ncc(S(=O)(=O)c3ccc(C)c(Cl)c3)c(=O)[nH]2)cc1	.	.	16%	.	9%	i	5%	.	.

# In another format: entries from further up.
mol: Cc1cccc(N2CCN(CCCNC(=O)C3CCCN(c4ncnc5c4nc4n5CCCCC4)C3)CC2C)c1 (centres undefined)
  HT1080 IDH1KD tx: 16µM*
  SW480 rereplic: ?
  KB-3-1 cytotox: ?
  MCF10A rerep: ?
  ATXN2 expr inh: 25µM*
  ATXN viability: 18µM*
  KB-V1 cytotox: ?
  IL-1B inflam inh: -77*
  HT1080-NT tox: 21µM*
mol: CC(C)(C)S(=O)(=O)/C(C#N)=C/c1sccc1C1OCCO1
  HT1080 IDH1KD tx: 5%
  SW480 rereplic: -8%[9.22 µM]
  KB-3-1 cytotox: 1%
  MCF10A rerep: ?
  ATXN2 expr inh: 2%
  ATXN viability: i
  KB-V1 cytotox: 10%
  IL-1B inflam inh: 5
  HT1080-NT tox: 1%

# More entries
molecule	HT1080 IDH1KD tx	SW480 rereplic	KB-3-1 cytotox	MCF10A rerep	ATXN2 expr inh	ATXN viability	KB-V1 cytotox	IL-1B inflam inh	HT1080-NT tox
COc1ccc(C(CC(=O)Nc2cc(OC)cc(OC)c2)n2cccc2)cc1 (centres undefined)	-1%	-7%	9%	4%	-8%	i	-12%	-17	-15%
CCN1C[C@@H]2[C@@H]3C(=O)N(Cc4ccccc4)C(=O)[C@@H]3[C@](Cc3ccccc3)(C1=O)N2C(=O)c1ccc(C)cc1	10%	-5%	11%	-31%[inhibitor]	-2%	i	24%	-18	10%
CN(Cc1ccccc1)C(=O)c1ccc(NC(=O)Cc2ccc(NC(=O)C3CCCN(C(=O)C4CCCC4)C3)cc2)cc1 (centres undefined)	-9%	?	0%	16%	-13%	i	-4%	0	-6%
C/C(=N\N1CCN(c2ccccc2)CC1)c1cccs1	14%	9%	-5%	0%	2%	i	-4%	-8	20%
CCCCOc1ccc(C(=O)NCC(=O)NCC(c2cccs2)N2CCOCC2)cc1 (centres undefined)	1%	1%	-7%	13%	7%	i	?	4	2%
COc1ccccc1CNS(=O)(=O)c1cc2c3c(c1)CCN3C(=O)CC2	-1%	-9%	-19%&4%	5%	11%&6%	i	?	11	0%
CCc1nnc(NC(=O)CCC(=O)NC2CC2)s1	10%	-1%	-8%	5%	.	i	-9%	12	5%
CCC(C)[C@H](NC(=O)N1CC(=O)Nc2ccccc21)C(=O)N[C@H](C(=O)O)c1ccccc1 (some centres undefined)	8%	-8%	-12%	0%	.	i	-26%	31	8%
COc1ccccc1C(=O)Nc1nnc(-c2ccc(F)cc2)s1	-2%	-1%	-1%	-7%	6%	i	9%	10	-2%
O=C(NC1CC1)c1ccccc1NC(=O)c1ccccc1OC(F)F	-16%	.	4%	.	.	?	?	-3	-3%
COc1ccc(CN(C(=O)c2snc(C(N)=O)c2N)C(C)C(=O)NCc2ccc(F)cc2)cc1 (centres undefined)	-12%	7%	-5%	-4%	-12%	.	?	-11	0%
O=C(C1CCN(Cc2ccccc2)CC1)N1CCN(C/C=C/c2ccccc2)CC1	-22%	-2%	-14%	10%	-12%	i	-25%	?	-21%
COc1ccc(NS(=O)(=O)c2ccc(C)c(C(=O)NCc3cccnc3)c2)cc1	4%	-1%	-7%	6%	2%	i	-1%	i	3%
CCOc1ccc(-c2nc(N)nc(C)c2-c2ccc(Cl)cc2)c(O)c1	0%	-9%	-2%	-5%	.	?	25%	36	-4%
O=C(c1ccccc1-n1cccn1)N1CCc2c([nH]c3ccccc23)C1c1ccccn1 (centres undefined)	-5%	-37%[inhibitor]	10%	-5%	36%	i	17%	-11	-28%
CCOC(=O)N1CCN(CCC(=O)Nc2cc(C)ccc2OC)CC1	29%	-10%	14%	-7%	19%	i	?	11	0%
CN(CC(=O)Nc1ccc(F)c(F)c1F)C(=O)CC1OC(=O)c2ccccc21 (centres undefined)	2%	0%	-2%	0%	-3%	i	-1%	-4	-3%
NNC(=O)C1CC1(c1ccccc1)c1ccccc1 (centres undefined)	5%	-9%	-1%	3%	-5%	.	10%	-8	6%
Cc1cccc(N=C2Sc3nc4c(C)c(C)ccc4cc3CN2CCN2CCOCC2)c1	?	1%	6%	12µM*	-18%	i	-21%	-59*	?
CSCCC(NS(=O)(=O)c1ccc(Cl)cc1)C(=O)O (centres undefined)	3%	2%	0%	-1%	2%	i	15%	18	20%
CCN1c2cccc3cccc(c23)S1(=O)=O	-2%	1%	11%	26%	3%	i	2%	-4	-13%
COc1ccc(NC(=O)CS(=O)CC(=O)NCc2cccc(C(F)(F)F)c2)cc1 (centres undefined)	0%	-10%	7%	2%	-4%	i	18%	2	13%
Clc1ccc(N=c2ssnc2Cl)nc1	14%	?	2%	13%	.	?	?	-14	6%
N/C(=N\OC(=O)c1cccc2ccccc12)c1cccc([N+](=O)[O-])c1	?	-3%	7%	-3%	1%	i	1%	13	3%
Cc1csc(SCC(=O)Nc2ccccc2[N+](=O)[O-])n1	7%	-4%	-9%	-2%	-11%	.	0%	7	13%
